Source: PubChem
hIAP block: human IAP inhibitors, primary screen, biochemical, luminescence, uHTS | Intestinal-type alkaline phosphatase (Homo sapiens), P09923 | purified IAP, CDP-Star luminescence, 30 min | inhibition, % at 10 µM | 330,000 tested, 0.12% active | AID 2544, 2010;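 active = inhibition reaching a set limit with compound at 10 µM in the primary screen, cut at about 35% in these data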;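 note: plate controls were DMSO wells with enzyme for no effect and no-enzyme buffer wells for full effect; values of inactives mirror those of a sister screen read the other way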
hIAP act: human IAP activators, primary screen, biochemical, luminescence, uHTS. Intestinal-type alkaline phosphatase (Homo sapiens), P09923. purified human IAP, CDP-Star luminescence, 30 min; stronger effect = higher value; 1 = vehicle-only enzyme, 0 = enzyme-free background. activation factor at 10 µM. 330,000 tested, 0.16% active;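 active = activation factor of the enzyme at least 2-fold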; note: the source names both 10 and 20 µM as test concentration; values of inactives mirror those of a sister screen read the other way
NALP3 yeast inh: NALP3 inflammasome inhibitors in reconstituted yeast, primary screen, luminescence, uHTS; 330,000 tested, 0.39% active; inhibition, % at 10 µM; Yeast reconstituted NLRP3/ASC/caspase-1, beta-gal luminescence, 24 h;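 active = inhibition of 50% or more; inactive = inhibition below 50%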;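 note: plate controls were induced DMSO wells for no effect and uninduced yeast grown without galactose for full effect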
TIM10 inh: growth inhibitors of isogenic TIM10 control yeast, primary screen, counter-screen for tim10-1 yeast inhibitor project, luminescence, uHTS; S. cerevisiae TIM10 strain growth, BacTiter-Glo luminescence, 24 h; inhibition, % at 10 µM; 330,000 tested, 1.4% active; AID 463195, 2010;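 active = inhibition of 40% or more at the single tested concentration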;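 note: wild-type TIM10 isogenic control strain grown at permissive 25 °C; 0% = DMSO yeast wells and 100% = minimal medium wells without yeast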
mIAP block: inhibitors of mouse IAP, primary screen, biochemical, luminescence, uHTS. inhibition, % at 10 µM. 330,000 tested, 0.2% active. AID 2806, 2010. purified mouse IAP, CDP-Star luminescence, 30 min;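 active = inhibition of at least 40% at 10 µM in the primary screen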;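 note: plate controls were DMSO with enzyme for no effect and no enzyme wells for full effect; values of inactives mirror those of a sister screen read the other way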
Apaf1 inhib: inhibitors of human Apaf-1 apoptosome, primary screen, biochemical, DEVD-Rh110 fluorescence, uHTS | Apoptotic protease-activating factor 1 (Homo sapiens), O14727 | reconstituted apoptosome caspase-3 activity | inhibition, % at 20 µM | 330,000 tested, 0.71% active | AID 489030, 2010; active = inhibition of at least 40% at 20 µM;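 note: plate controls were DMSO wells for no effect and DEVD-CHO caspase inhibitor wells for full effect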
Target sequence (O14727 whole entry, looked up): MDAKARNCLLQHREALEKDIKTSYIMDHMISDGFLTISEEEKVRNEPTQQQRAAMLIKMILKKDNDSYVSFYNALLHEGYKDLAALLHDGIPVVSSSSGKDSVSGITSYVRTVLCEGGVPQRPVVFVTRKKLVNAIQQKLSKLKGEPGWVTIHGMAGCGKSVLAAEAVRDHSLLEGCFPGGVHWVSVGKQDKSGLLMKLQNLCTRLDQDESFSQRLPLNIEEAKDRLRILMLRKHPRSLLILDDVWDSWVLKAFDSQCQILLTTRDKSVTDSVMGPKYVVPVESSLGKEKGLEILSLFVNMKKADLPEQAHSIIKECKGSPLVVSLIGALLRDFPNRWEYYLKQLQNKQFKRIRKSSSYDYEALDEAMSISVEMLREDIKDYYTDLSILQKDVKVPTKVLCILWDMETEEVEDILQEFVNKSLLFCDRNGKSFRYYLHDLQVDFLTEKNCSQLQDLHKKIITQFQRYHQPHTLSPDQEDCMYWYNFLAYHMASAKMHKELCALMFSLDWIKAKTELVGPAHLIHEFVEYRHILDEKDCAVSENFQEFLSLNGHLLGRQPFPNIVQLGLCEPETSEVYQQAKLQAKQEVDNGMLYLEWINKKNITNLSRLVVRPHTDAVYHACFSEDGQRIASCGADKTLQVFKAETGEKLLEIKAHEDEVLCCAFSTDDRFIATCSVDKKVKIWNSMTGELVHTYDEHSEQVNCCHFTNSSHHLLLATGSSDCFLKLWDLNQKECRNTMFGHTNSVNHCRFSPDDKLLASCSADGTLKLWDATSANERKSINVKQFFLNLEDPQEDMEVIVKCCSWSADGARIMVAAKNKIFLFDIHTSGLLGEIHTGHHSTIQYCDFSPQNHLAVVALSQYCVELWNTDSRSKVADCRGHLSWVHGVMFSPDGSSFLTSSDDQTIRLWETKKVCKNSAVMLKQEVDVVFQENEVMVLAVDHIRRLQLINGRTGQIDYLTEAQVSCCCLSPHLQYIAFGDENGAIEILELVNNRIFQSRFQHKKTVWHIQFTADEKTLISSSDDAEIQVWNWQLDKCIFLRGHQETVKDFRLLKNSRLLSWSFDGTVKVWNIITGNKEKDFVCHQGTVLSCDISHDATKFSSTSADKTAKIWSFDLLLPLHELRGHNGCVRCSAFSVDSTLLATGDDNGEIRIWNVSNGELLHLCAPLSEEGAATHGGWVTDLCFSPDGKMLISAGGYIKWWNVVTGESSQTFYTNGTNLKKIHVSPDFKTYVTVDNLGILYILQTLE
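detection = Rh110 fluorescence intensity | test system = biochemical Apaf-1 apoptosome reconstitution | also added = cytochrome c and DEVD-Rh110 substrate | schedule = 30 min plus 50 min, RT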
mIAP activ: activators of mouse IAP, primary screen, biochemical, luminescence, uHTS; intestinal alkaline phosphatase [Mus musculus]; muIAP, CDP-Star luminescence, 30 min; stronger effect = higher value; 1 = vehicle-only enzyme signal, 0 = enzyme-free wells; 330,000 tested, 0.24% active; activation factor at 10 µM;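 active = activation factor of at least 2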; note: the source names both 10 and 20 µM as test concentration; values of inactives mirror those of a sister screen read the other way
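Assay system: mouse IAP enzyme / Compound: DMSO-dissolved test compounds / Timing: 30 min, room temperature / Measured by: luminescence from enzymatic CDP-Star hydrolysis / Control set: DMSO-only wells, enzyme-free buffer wells as negative control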
tim10-1 inh: growth inhibitors of tim10-1 mutant yeast, primary screen, luminescence, uHTS. S. cerevisiae tim10-1 ts strain growth, BacTiter-Glo, 24 h. inhibition, % at 20 µM. 330,000 tested, 2.2% active. AID 463190, 2010;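 active = inhibition of at least 40%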;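 note: mutant grown at 25 °C; 0% = DMSO wells with yeast and 100% = wells holding no yeast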
ATG4B inhibitor: ATG4B protease inhibitors, primary screen, biochemical, fluorescence, uHTS; Cysteine protease ATG4B (Homo sapiens), Q9Y4P1; ATG4B cleavage of LC3-PLA2, NBD-HPC fluorescence, 1 h; inhibition, % at 8.33 µM; 340,000 tested, 0.51% active; AID 504462, 2011; in the data active = inhibition above about 40%
Numbers without * were called inactive; . = not tested or not shown.

Codes: A = hIAP block; B = hIAP act; C = NALP3 yeast inh; D = TIM10 inh; E = mIAP block; F = Apaf1 inhib; G = mIAP activ; H = tim10-1 inh; I = ATG4B inhibitor
COc1ccc(S(=O)(=O)NCC(=O)NC2CC2)cc1OC
  A = -4	B = 1	C = 15	D = 1	E = 3	F = -13	G = 0.97	H = 4	I = 0

O=C(O)c1c(-c2ccccc2)nnc2ccccc12
  A = -1	B = 1	C = 4	D = 4	E = 0	F = -6	G = 1	H = -13	I = 0

O=Cc1ccc(-c2cc(Cl)ccc2Cl)[nH]1
  A = 0	B = 1	C = -5	D = 15	E = 5	F = 2	G = 0.95	H = 7	I = -2

O=C(CCC(=O)NC1CCCCC1)N/N=C/c1ccncc1
  A = -11	B = 1.1	C = 22	D = 0	E = -5	F = 13	G = 1.1	H = 8	I = 2

COc1ccc(NS(=O)(=O)c2cc3c(cc2C)N(C)CCO3)c(OC)c1
  A = 16	B = 0.84	C = 15	D = 11	E = 5	F = 10	G = 0.95	H = 18	I = -6

CN(Cc1ccc(Cl)s1)C(=O)CNC(=O)CNC(=O)c1ccc(Cl)cc1Cl
  A = -13	B = 1.1	C = 19	D = 5	E = 1	F = -3	G = 0.99	H = 11	I = 3

COC(=O)c1cc(=O)nc2sc(-c3ccc(F)cc3)nn12
  A = 0	B = 1	C = -1	D = -9	E = 10	F = -14	G = 0.9	H = 10	I = 11

CCOC(=O)C1(Cc2cccc(OC)c2)CCN(Cc2cccnc2)CC1
  A = -2	B = 1	C = 21	D = 5	E = 12	F = 4	G = 0.88	H = 9	I = 0

CCCCOc1ccc(C(=O)Oc2cc(C)[nH]c(=O)c2[N+](=O)[O-])cc1
  A = 13	B = 0.87	C = 24	D = 2	E = 5	F = -9	G = 0.95	H = 19	I = 0

Cc1ccccc1CC(=O)N1CCCC1
  A = 24	B = 0.76	C = 0	D = -4	E = -2	F = 1	G = 1	H = -6	I = 6

Cc1ccc(S(=O)(=O)c2ccccc2)cc1S
  A = -9	B = 1.1	C = 12	D = 14	E = 7	F = 11	G = 0.93	H = 20	I = .

O=C(COC(=O)c1cnccn1)Nc1ccc2c(c1)OCO2
  A = -9	B = 1.1	C = 4	D = -2	E = 4	F = -2	G = 0.96	H = -18	I = -4

O=C(c1ccc(Cn2cnnn2)cc1)N1CCCC(Nc2ccc(F)cc2)C1 (centres undefined)
  A = 2	B = 0.98	C = 15	D = -1	E = -1	F = -10	G = 1	H = 6	I = 12

COc1ccc(-c2cc(C(=O)NCC3CCCO3)c3ccccc3n2)cc1 (centres undefined)
  A = 4	B = 0.96	C = 22	D = 15	E = 5	F = 0	G = 0.95	H = 25	I = -4

Cn1nnc(NC(=S)NC(=O)c2ccc(-c3ccc(Br)cc3)o2)n1
  A = 11	B = 0.89	C = 36	D = 0	E = 25	F = -13	G = 0.75	H = -2	I = 5

Nc1cn(C2OC(CO)C(O)C2O)c(=O)[nH]c1=O (centres undefined)
  A = -10	B = 1.1	C = 17	D = -8	E = 5	F = -8	G = 0.95	H = -17	I = -10

Nc1nc(Cn2nnc(-c3ccccc3Cl)n2)nc(N2CCOCC2)n1
  A = -10	B = 1.1	C = -15	D = -7	E = 4	F = 4	G = 0.96	H = 32	I = 2

COc1ccccc1CNC(=O)COC(=O)C1CCN(S(=O)(=O)c2ccccc2)CC1
  A = 3	B = 0.97	C = 8	D = 0	E = -7	F = 3	G = 1.1	H = -11	I = 1

CC(=O)Nc1ccc(NC(=O)CSc2nnc(-c3cccs3)n2C)cc1
  A = 14	B = 0.86	C = -2	D = -14	E = 2	F = -6	G = 0.98	H = -6	I = 1

COc1cc(C(C2=C(O)CC(C)(C)CC2=O)C2C(=O)CC(C)(C)CC2=O)cc(OC)c1OC (centres undefined)
  A = -6	B = 1.1	C = 8	D = -3	E = 1	F = 0	G = 0.99	H = -3	I = -6

CC(NC(=S)Nc1ccc(Cl)cc1)C(c1ccccc1)N1CCOCC1 (centres undefined)
  A = 4	B = 0.95	C = -3	D = 29	E = -49	F = -2	G = 1.5	H = 34	I = 1

NC(=O)CN1CCCC1c1ccc2c(c1)OCCO2 (centres undefined)
  A = 3	B = 0.97	C = 15	D = -2	E = 1	F = 1	G = 0.99	H = -2	I = -9

COC(=O)C1=C(C)N(CCc2c[nH]c3ccccc23)C(=O)/C1=C\N(C)C
  A = -1	B = 1	C = 5	D = 0	E = -5	F = -4	G = 1	H = -1	I = -1

CCOC(=O)C1=C(c2ccccc2)ON(C)C1c1ccccc1 (centres undefined)
  A = 1	B = 0.99	C = 15	D = -5	E = 6	F = 6	G = 0.94	H = 21	I = -5

CCOc1ccc(CCNC(=O)CCNS(=O)(=O)c2ccc(Br)cc2)cc1OCC
  A = -5	B = 1.1	C = 7	D = 10	E = 6	F = 5	G = 0.94	H = 14	I = -9

N#Cc1c(N)nc(SCC(=O)OCc2ccccc2)c(C#N)c1-c1ccco1
  A = -13	B = 1.1	C = 8	D = -2	E = 5	F = 22	G = 0.95	H = 19	I = -19

Cc1ccc(NC(=O)C(=O)NC(C)C2COc3ccccc3O2)cc1 (centres undefined)
  A = -11	B = 1.1	C = -2	D = -7	E = -7	F = 12	G = 1.1	H = -15	I = -5

CSCCC(NS(=O)(=O)c1ccc2c(c1)oc(=O)n2C)C(=O)NC1CCCCC1 (centres undefined)
  A = -8	B = 1.1	C = 4	D = 2	E = -8	F = 12	G = 1.1	H = 14	I = -1

C=CCN(C(=O)c1cccc(N2C(=O)C3CC=CC(C)C3C2=O)c1)c1ccccc1 (centres undefined)
  A = -9	B = 1.1	C = 8	D = 8	E = 4	F = -9	G = 0.96	H = 20	I = -11

CC(C)=CCc1c(O)cc2c(c1O)C(=O)CC(c1ccccc1)O2 (centres undefined)
  A = 14	B = 0.86	C = -23	D = 3	E = 7	F = -5	G = 0.93	H = -2	I = 8

CN1CCc2c(C#N)c(N3CCCCC3)nc(NCc3ccccc3)c2C1
  A = -21	B = 1.2	C = 2	D = 43*	E = 0	F = 52*	G = 1	H = 48*	I = -10

O=C1OCc2cc(-n3cccc3)ccc21
  A = -7	B = 1.1	C = -1	D = -23	E = 5	F = -21	G = 0.95	H = 16	I = -3

CN(Cc1ccccc1)C(=O)c1[nH]cnc1C(=O)NCc1ccc(CNC(=O)OC(C)(C)C)cc1
  A = -42	B = 1.4	C = 19	D = -2	E = 8	F = 11	G = 0.92	H = 12	I = -9

CC(NC(=O)COC(=O)COc1ccc(C(=O)c2ccccc2)cc1)c1ccccc1 (centres undefined)
  A = -17	B = 1.2	C = 12	D = 17	E = 8	F = 10	G = 0.92	H = 16	I = 1

Cn1c2ccccc2c(=O)c2ccc(C#CC3(O)CCCCC3)cc21
  A = 4	B = 0.96	C = 18	D = -5	E = -6	F = 35	G = 1.1	H = 47*	I = -12

Cc1ccc(N2C(=O)c3cccc(Oc4ccc(Cl)cc4)c3C2=O)c(C)c1
  A = 17	B = 0.83	C = -9	D = 42*	E = 6	F = 19	G = 0.94	H = 23	I = -4

Cc1cc(C(=O)CSc2nnc3c(Cl)cc(Cl)cn23)c(C)n1C
  A = -42	B = 1.4	C = 17	D = 4	E = 0	F = -2	G = 1	H = -1	I = -7

COc1ccccc1NS(=O)(=O)c1ccc(C(=O)N2CCN(c3ccccc3)CC2)cc1
  A = -10	B = 1.1	C = -11	D = 13	E = 0	F = 7	G = 1	H = 24	I = -12

CCC(C)c1ccccc1NC(=O)c1[nH]c(C)c(C(C)=O)c1C (centres undefined)
  A = 0	B = 1	C = 16	D = 7	E = 0	F = 21	G = 1	H = 24	I = -16

Cn1c(=O)c(=O)n(C)c2cc(S(=O)(=O)N3CCCC3C(=O)NCc3cccnc3)ccc21 (centres undefined)
  A = 6	B = 0.94	C = -16	D = -10	E = -1	F = -15	G = 1	H = -2	I = -3

COc1ccc(S(=O)(=O)N2CCN(S(=O)(=O)c3ccc(C(F)(F)F)cc3)CC2)cc1C
  A = 33	B = 0.67	C = -1	D = -1	E = -2	F = -6	G = 1	H = 6	I = 8

Cc1cccc(C)c1N1CCN(S(=O)(=O)N2CCOCC2)CC1
  A = -3	B = 1	C = 21	D = -1	E = 3	F = -14	G = 0.97	H = 23	I = 19

CCNc1nc(SCCOc2ccc(Br)cc2)nc(N(C)C)n1
  A = -15	B = 1.2	C = 17	D = -19	E = -5	F = 20	G = 1	H = 12	I = -10

Cc1ccc(C)c(S(=O)(=O)NCC(=O)N2CCCC2)c1
  A = -30	B = 1.3	C = 1	D = 3	E = 0	F = -14	G = 1	H = -4	I = -1

COC(=O)C1(C)NC(c2cccs2)C2C(=O)N(c3ccc(F)cc3)C(=O)C21 (centres undefined)
  A = -6	B = 1.1	C = 11	D = -5	E = -4	F = 2	G = 1	H = 13	I = -4

COc1cccc(OC)c1C(=O)OCC(=O)Nc1ccc(OC(F)(F)F)cc1
  A = 4	B = 0.96	C = 7	D = -23	E = 2	F = 12	G = 0.98	H = 11	I = -11

CCOC(=O)C(C)N1N=C(/C=C/c2ccc(OC)cc2)CCC1=O (centres undefined)
  A = -7	B = 1.1	C = 26	D = -9	E = -12	F = 1	G = 1.1	H = -3	I = -2

CC(C)(C)c1ccc(C(CC(=O)O)NC(=O)Cc2ccccc2)cc1 (centres undefined)
  A = -16	B = 1.2	C = 4	D = -3	E = 2	F = -3	G = 0.98	H = 4	I = -3

CC(C)(C)CC(C)(C)Nc1c(-c2ccc(O)cc2)nc2cnccn12
  A = 1	B = 0.99	C = 34	D = 17	E = -15	F = 22	G = 1.1	H = 24	I = 4

COc1ccc(C)cc1NC(=O)C1CCCN1C(=O)OCc1ccccc1 (centres undefined)
  A = 2	B = 0.98	C = 3	D = 0	E = 0	F = 5	G = 1	H = 20	I = -11

O=C(O)c1ccc2nc3c(nc2c1)-c1ccccc1C3=O
  A = 18	B = 0.82	C = 19	D = 18	E = 3	F = 0	G = 0.97	H = 1	I = -5

CC1CCCN(CCC(=O)Nc2ccc(F)c(F)c2)C1 (centres undefined)
  A = -20	B = 1.2	C = 17	D = -15	E = 3	F = 1	G = 0.97	H = -5	I = -4

COc1ccc(CCN(C)CCCN2CC(c3ccccc3)CC2=O)cc1OC (centres undefined)
  A = 7	B = 0.93	C = 16	D = -11	E = -8	F = 3	G = 1.1	H = 10	I = -11

CC(C)(C)NC(=O)NC(=O)CN1C(=O)NC(C)(c2ccccc2)C1=O (centres undefined)
  A = 28	B = 0.72	C = 16	D = 1	E = 7	F = 3	G = 0.93	H = 3	I = 1

COc1ccc(OC)c2[nH]c(=O)c(CCNC(=S)NC(C)(C)C)cc12
  A = -9	B = 1.1	C = 10	D = 10	E = 10	F = -14	G = 0.9	H = 16	I = 7

FC(F)Oc1ccc(NC(=S)NC2CCCCCCC2)cc1
  A = -13	B = 1.1	C = 20	D = 31	E = -164	F = 18	G = 2.6*	H = 24	I = 2

Structures listed above printed as active in mIAP activ:
SMILES	hIAP block	hIAP act	NALP3 yeast inh	mIAP block	mIAP activ	ATG4B inhibitor
FC(F)Oc1ccc(NC(=S)NC2CCCCCCC2)cc1	-13	1.1	20	-164	2.6*	2

No enrichment for hits. Share with any hit: about 4.5%.
